Assay outcomes as filed in PubChem BioAssay.
TDP43 rescue: qHTS of TDP-43 Inhibitors. TDP-43 expressing yeast growth rescue, BacTiter-Glo, 24 h. Potency, µM (top dose mostly 46.1 µM), for inactives: at the highest dose growth rescue (activation), most hits filed as activators. 410,000 tested, 1.8% active; note: potency is the fitted concentration of half-maximal effect; % of control where 0% means no effect; nearly all actives have a fitted effect of over 50% in size
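Growth rescue of TDP-43-toxic yeast measured as ATP luminescence (BacTiter-Glo). Cells grown to mid-log in raffinose, induced in galactose at OD600=0.02, exposed to compound 24 hr at 30 deg C.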
Mm-Cpn inhibitor: Inhibitors of TCP-1 ring complex (TRiC) of Methanococcus maripaludis (MmCpn): qHTS; purified Mm-Cpn ATPase, ADP Transcreener TR-FRET; Potency, µM (top dose mostly 76.9 µM), without a hit: top-dose activity, negative = inhibition, actives largely listed as inhibitors; AID 504842, 2011; 330,000 tested, 0.031% active; note: potency is the fitted concentration of half-maximal effect; % is set by controls: 0 for no effect and ±100 for the full control effect; nearly all actives have a fitted effect of over 80% in size
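Eu-cryptate anti-ADP/ADP-d2 competition gives a ratio inversely related to ADP. Enzyme at 25 nM was pre-exposed to compound for 10 min, then given 10 uM ATP for 30 min, 37°C throughout.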
FUS suppressor: qHTS for Suppressors of FUS Proteinopathy: Primary screen using FUS-linked yeast assay | S. cerevisiae FUS-expressing, growth rescue, OD600, 24 h | Potency, µM (doses to about 76.6 µM), inactives show at the highest dose growth rescue (activation), most hits filed as activators | 390,000 tested, 0.24% active | AID 1347120, 2019;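 note: potency is the fitted concentration of half-maximal effect; plate controls were DMSO vehicle for no effect and reference control for full effect; nearly all actives have a fitted effect of over 55% in size; some results filed as inactive show a strong effect at the top dose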
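Yeast expressing FUS under galactose induction, OD 0.005 in 2% galactose medium; compounds in a dilution series, 24 h at 30C. Growth rescue by absorbance at 600 nm; CP55940 positive control, DMSO negative.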
HEK293 tox: qHTS of GLP-1 Receptor Inverse Agonists: Cytotox Screen; 410,000 tested, 0.13% active; HEK293 cAMP-luciferase reporter cells, luminescence, 24 h; Potency, µM (titrated, usually from 38.3 µM), for the others: at the top dose activity change, negative = inhibition, actives largely listed as inhibitors; AID 624418, 2012;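 note: loss of luciferase light is scored as toxicity; potency is the fitted concentration of half-maximal effect; % is set by controls: 0 for no effect and ±100 for the full control effect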
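MLSMR compounds, 24 hr on cells at 37 deg C/5% CO2; luminescence after luciferase reagent (12 min RT). Inhibition counted as the undesired cytotoxic outcome.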
aSyn yeast inh: qHTS of alpha-syn Inhibitors; Yeast expressing alpha-synuclein, growth rescue, BacTiter-Glo, 24 h; Potency, µM (series often up to 46.1 µM), inactives show at the top dose growth rescue (activation), actives largely listed as activators; 370,000 tested, 0.14% active; AID 652106, 2013; note: potency is the fitted concentration of half-maximal effect; % of control where 0% means no effect; nearly all actives have a fitted effect of over 65% in size
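Screening used galactose-induced yeast with toxic alpha-synuclein levels, exposed to compound for 24 hr at 30 deg C. Cell growth, read with BacTiter-Glo luminescence, gave the measured signal.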
GLP-1R inv ag: qHTS of GLP-1 Receptor Inverse Agonists (Inhibition Mode); Glucagon-like peptide 1 receptor (Homo sapiens), P43220; HEK293 GLP-1R CRE-luciferase, luminescence, 24 h; GLP-1R form is constitutively active; Potency, µM (titrated, usually from 38.3 µM), for inactives: at the top dose activity change, negative = inhibition, actives largely listed as inhibitors; 410,000 tested, 1.6% active; AID 624417, 2012; note: potency is the fitted concentration of half-maximal effect; % is set by controls: 0 for no effect and ±100 for the full control effect; nearly all actives have a fitted effect of over 55% in size
Target sequence (P43220 whole entry, looked up): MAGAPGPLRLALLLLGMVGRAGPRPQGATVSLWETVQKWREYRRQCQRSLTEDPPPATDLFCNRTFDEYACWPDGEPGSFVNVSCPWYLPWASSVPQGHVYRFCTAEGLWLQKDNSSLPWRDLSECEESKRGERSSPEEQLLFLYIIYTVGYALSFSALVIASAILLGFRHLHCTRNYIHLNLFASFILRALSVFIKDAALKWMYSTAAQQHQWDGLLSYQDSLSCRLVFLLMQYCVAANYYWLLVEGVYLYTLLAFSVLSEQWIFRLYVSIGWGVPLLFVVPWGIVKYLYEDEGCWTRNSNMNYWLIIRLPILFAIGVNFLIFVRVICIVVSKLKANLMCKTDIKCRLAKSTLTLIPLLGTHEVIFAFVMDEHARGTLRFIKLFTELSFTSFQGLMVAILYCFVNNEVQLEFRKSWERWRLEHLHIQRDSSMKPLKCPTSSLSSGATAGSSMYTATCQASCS
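Readout was luciferase luminescence, measured 12 min after detection reagent at room temperature. Beforehand, GLP-1R reporter HEK293 cells had sat 12 h, then received compounds for 24 hr at 37 deg C.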
PTHR1 agonist: qHTS for PTHR1 Agonists: Primary Screen; Parathyroid hormone/parathyroid hormone-related peptide receptor (Homo sapiens), Q03431; HEK293 GP2 PTHR1 cells, GloSensor cAMP luminescence, 1 h; AID 743266, 2014; 410,000 tested, 0.075% active; Potency, µM (top dose mostly 115 µM), for the others: at the highest dose activation, actives largely listed as activators; note: potency is the fitted concentration of half-maximal effect; nearly all actives have a fitted effect of over 55% in size; some results filed as inactive show a strong effect at the top dose; inactives centre near -15; many of its hits are not listed in these tables
Target sequence (Q03431 whole entry, looked up): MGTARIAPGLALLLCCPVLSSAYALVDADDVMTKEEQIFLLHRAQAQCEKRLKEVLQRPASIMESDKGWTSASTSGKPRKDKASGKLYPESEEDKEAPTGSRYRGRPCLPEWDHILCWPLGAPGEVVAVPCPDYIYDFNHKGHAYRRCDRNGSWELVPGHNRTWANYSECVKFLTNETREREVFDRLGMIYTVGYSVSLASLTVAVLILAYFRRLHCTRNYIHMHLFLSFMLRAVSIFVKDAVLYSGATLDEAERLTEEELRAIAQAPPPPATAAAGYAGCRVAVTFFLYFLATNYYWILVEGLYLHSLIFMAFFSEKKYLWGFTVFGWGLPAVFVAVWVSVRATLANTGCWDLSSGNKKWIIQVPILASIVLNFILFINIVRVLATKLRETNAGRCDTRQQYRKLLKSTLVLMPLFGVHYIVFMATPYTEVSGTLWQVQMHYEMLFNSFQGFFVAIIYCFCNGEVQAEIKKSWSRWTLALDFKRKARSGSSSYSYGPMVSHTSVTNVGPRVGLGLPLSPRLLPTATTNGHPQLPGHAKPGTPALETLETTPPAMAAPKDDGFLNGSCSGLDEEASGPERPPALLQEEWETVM
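HEK-293-derived GP2 cells expressing PTHR1 and a GloSensor cAMP reporter, 3,000/well, plated overnight, given luciferin plus IBMX (each 0.5 mM as added) for 1 h at 37 °C, then compound for 1 h at 37 °C. Luminescence was read after 15 min at room temperature.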
Abeta rescue: qHTS for compounds that reverse cellular toxicity of Amyloid beta (A-beta) peptide in yeast: Primary Screen. yeast expressing A-beta42, growth rescue, OD600, 48 h; response scale: 0% DMSO, 100% iron-clioquinol control. Potency, µM (top dose mostly 46.1 µM), inactives show at the top dose growth rescue, most hits filed as activators. 410,000 tested, 0.063% active. AID 1347071, 2019; note: potency is the fitted concentration of half-maximal effect; nearly all actives have a fitted effect of over 55% in size
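Yeast A-beta toxicity model in growth medium with pinned compounds, 48 h at 30 C; growth read as absorbance at 600 nm. Normalized to FeCl3/clioquinol equimolar mix (positive) and DMSO (negative).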
Akt phos inh: HTS Assay for Inhibitors of Akt Phophorylation: Primary Screen | Neuro2A IGF-stimulated pAkt S473 HTRF, 20 min; stronger effect = lower value | activity change, % for hits at 50 µM | 360,000 tested, 0.32% active; in the data active = activity change below about -80%; inconclusive = mostly about -51% to -80%; note: % is set by controls: 0 for no effect and ±100 for the full control effect
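Single-point screen (50 µM final compound) in Neuro2A cells stimulated 20 min with 6 nM IGF at 37 deg C. After lysis, Ser473-phosphorylated Akt read by HTRF (ex 330 nm, em 615/665 nm) as the 665/615 ratio.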
* marks the source's active call; other numbers are inactive results; i = inactive; ? = inconclusive; · = no result given; [ ] = remark or other dose. Unless noted, calls come from the whole dose curve; as a rule, active = well fitted curve in the direction sought with a large enough effect; inconclusive = small, poorly fitted or top-dose-only effect, or another doubt; inactive = no such curve, though single readings can be large; an effect the other way counts as inactive or inconclusive. Not all compounds are listed; rates above refer to the full screens.

Each structure is followed by: Abeta rescue | FUS suppressor | PTHR1 agonist | GLP-1R inv ag | HEK293 tox | TDP43 rescue | aSyn yeast inh | Mm-Cpn inhibitor | Akt phos inh
COc1cc(NC(=O)C2CCCN(S(=O)(=O)c3cn(C)cn3)C2)cc(OC)c1 (configuration not stated)
 : -11% | 3% | i | -4% | 1% | 18% | · | · | ·
O=C(NN=C1CCCCC1)c1cc(-c2ccccc2)n[nH]1
 : 19% | · | -21% | 24% | 0% | -9% | 0% | 2% | i
Cc1ccc(NC(=O)OCc2cncs2)cc1
 : -17% | -3% | -21% | 33%[activator] | 0% | -4%[0.397 µM] | 2% | -1% | i
CCCN1Cc2cccc(C(=O)Nc3ccc(CC)cc3)c2C1=O
 : -6% | 13% | -4%[57.5 µM] | 1% | 8% | -4% | -1% | 1% | i
Cc1ccc(NC2CCCN(C(=O)c3cccnc3)C2)cc1C (configuration not stated)
 : 8% | 13% | -4% | 3% | -10% | -2% | -3% | 0% | i
CC1CCCN(C(=O)Cc2cn(Cc3cccc(Cl)c3)c3ccccc23)C1 (configuration not stated)
 : 17% | ? | -17% | ? | -6% | 26% | 11% | 0% | i
CCN(CC(=O)NCc1cccs1)c1nnnn1-c1ccccc1
 : 1% | 24% | i | -5% | -12% | ? | 6% | 0% | i
CCC(NC(=O)Cc1c(C)c2c(cc(C)c3c(C)c(C)oc32)oc1=O)C(=O)O (configuration not stated)
 : 0% | -15% | i | 13% | 6% | -5% | 1% | -4% | i
Nn1cc(-c2ccccc2)nc1SCC(=O)N1CCN(S(=O)(=O)c2ccccc2)CC1
 : 11% | 28% | i | -8% | 3% | 19% | -1% | 1% | i
CCCc1[nH]nc2c1C(c1ccc(Br)s1)C(C#N)=C(N)O2 (configuration not stated)
 : -32%[inhibitor] | · | -39%[inhibitor] | 0% | ? | -17% | ? | 0% | i
O=C(Nc1ccccc1)c1cc(S(=O)(=O)Nc2cccnc2)ccc1Cl
 : 8% | 16% | i | 7% | 18% | 1% | 1% | 2% | i
CC1(Cc2cccc(C(F)(F)F)c2)C(=O)Nc2c(Cl)ccc(Cl)c21 (configuration not stated)
 : 5% | 14% | -13% | ? | 2% | -17% | -26% | · | i
O=C(Cc1ccc(Br)cc1)Nc1ccc(Cl)cc1
 : -1% | -22% | -78%[inhibitor] | ? | -1% | 8% | 1% | -1% | i
CCCN1C(=O)/C(=C2/C=Cc3ccccc3N2CC)SC1=S
 : -8% | 0% | -16% | ? | ? | -8% | -10% | 0% | i
O=C(NCC(F)(F)F)Nc1nnc(C(F)(F)F)s1
 : -5% | -14% | -15%[57.5 µM] | 21% | -13% | -5% | -1% | 1% | i

As a working copy, some entries already given.
Each structure is followed by: Abeta rescue | FUS suppressor | PTHR1 agonist | GLP-1R inv ag | HEK293 tox | TDP43 rescue | aSyn yeast inh | Mm-Cpn inhibitor | Akt phos inh
CCN(CC(=O)NCc1cccs1)c1nnnn1-c1ccccc1
 : 1% | 24% | i | -5% | -12% | ? | 6% | 0% | i
CCC(NC(=O)Cc1c(C)c2c(cc(C)c3c(C)c(C)oc32)oc1=O)C(=O)O (configuration not stated)
 : 0% | -15% | i | 13% | 6% | -5% | 1% | -4% | i

Back to the main list, starting 4 compounds before the break.
Each structure is followed by: Abeta rescue | FUS suppressor | PTHR1 agonist | GLP-1R inv ag | HEK293 tox | TDP43 rescue | aSyn yeast inh | Mm-Cpn inhibitor | Akt phos inh
CC1(Cc2cccc(C(F)(F)F)c2)C(=O)Nc2c(Cl)ccc(Cl)c21 (configuration not stated)
 : 5% | 14% | -13% | ? | 2% | -17% | -26% | · | i
O=C(Cc1ccc(Br)cc1)Nc1ccc(Cl)cc1
 : -1% | -22% | -78%[inhibitor] | ? | -1% | 8% | 1% | -1% | i
CCCN1C(=O)/C(=C2/C=Cc3ccccc3N2CC)SC1=S
 : -8% | 0% | -16% | ? | ? | -8% | -10% | 0% | i
O=C(NCC(F)(F)F)Nc1nnc(C(F)(F)F)s1
 : -5% | -14% | -15%[57.5 µM] | 21% | -13% | -5% | -1% | 1% | i
COc1ccc(N(C(=O)c2cc3ccccc3oc2=O)C2C=CS(=O)(=O)C2)cc1 (configuration not stated)
 : -23% | 26% | -6% | 4% | -2% | -7% | 1% | 1% | i
Cc1cc(F)ccc1NS(=O)(=O)c1cccc2nsnc12
 : 6% | -13% | i | -12% | -10% | 28% | 14% | 1% | i
O=C1CCCC/C1=C/Nc1cccc(C(F)(F)F)c1
 : -13% | -3% | -3% | 8% | 3% | 20% | -5% | 0% | i
C1CCN(Cc2nnnn2C2CCCC2)CC1
 : 9% | -12% | -6% | 17% | -4% | -3% | -9% | 0% | i
Cc1cc2c(c(=O)o1)C1(C(=O)N(C)c3ccccc31)C(C#N)=C(N)O2 (configuration not stated)
 : 6% | 3% | -6% | 6% | -10% | 8% | 2% | 3% | i
CCOC(=O)C1=NN(C(=O)c2ccc(C)cc2)C(O)(c2ccc(Cl)cc2)C1 (configuration not stated)
 : -16% | ? | -19% | -3% | 4% | 13µM* | ? | -1% | i
CN(C(=O)COC(=O)c1ccccc1OCc1ccc(F)cc1)C1CCS(=O)(=O)C1 (configuration not stated)
 : 13% | 25% | -10% | 7% | -19% | 7% | -1%[1.84 µM] | 0% | i
O=C(Nc1nc2ccc(F)cc2s1)c1cccc(S(=O)(=O)N2CCc3ccccc32)c1
 : 1% | · | -27% | 6% | 8% | 16% | 15% | -22% | i
NC(=O)c1ccsc1NC(=O)COC(=O)Cc1ccccc1[N+](=O)[O-]
 : 0% | -19% | -77%[inhibitor] | -10% | -3% | 5% | 4% | · | i
CCCCCCCCN1C(=O)[C@H](CC(=O)N2CCCC2)C[C@@]2(C(=O)OC)CCCCC=C12
 : ? | 6.3µM* | -37%[inhibitor] | ? | 6% | 14% | 25% | · | i
CCc1c(C(=O)Nc2ccccc2C(N)=O)csc1C
 : -16% | 15% | -26% | 7% | 4% | 7% | -5% | 2% | i
N#Cc1ccc(OC(=O)c2cnccn2)cc1
 : 2% | -6% | -16% | 4% | 4% | -33%[inhibitor] | 6% | 1% | i
N#Cc1ccc(N2CCc3ccccc3C2)c([N+](=O)[O-])c1
 : 12% | 19% | -29% | -2% | 9% | -2% | 4% | 2% | i
CCCN1CCN(C(=O)C2CCCN(c3ncnc4c3nc3n4CCCCC3)C2)CC1 (configuration not stated)
 : 4% | 12% | i | 27% | -7% | -7% | 0% | 1% | i
CSc1nsc(N/N=C/c2ccc3c(c2)OCO3)c1C#N
 : -4% | -27% | -58%[inhibitor] | 6% | -6% | 25% | 0% | -1% | i
CN1CCN(C(=O)C2CCCN(S(=O)(=O)c3ccc(F)cc3)C2)CC1 (configuration not stated)
 : -9% | -28% | -3% | 9% | -9% | 2% | -2% | 0% | i
CCOc1ccc(NC(=O)CCc2c(C)nc3c(c(C)nn3-c3ccccc3)c2C)cc1
 : -9% | -19% | i | 4% | 6% | 18% | · | · | ·
Cc1ccc(Sc2ncccc2C(=O)NCc2cc([N+](=O)[O-])ccc2O)c(C)c1
 : 5% | 9% | -8% | 73%[activator] | -15% | 8% | 0% | -2% | i
COCCn1c(C(C)C)nc2oc3ccccc3c(=O)c2c1=O
 : -8% | 7% | 2% | -1% | -10% | -6% | 8% | 0% | i
CCOc1ccc(-n2c(-c3ccc(OC)cc3)c[n+]3c2CCCCC3)cc1
 : -16% | 14% | -41% | ? | ? | -31% | -7% | 2% | i
Oc1ccc2cccnc2c1
 : 8% | 3% | i | 0% | 175%[activator] | 0% | 0% | -2% | i
CN(C1=NC(=O)C(CC(=O)Nc2ccc(Br)cc2)S1)c1ccc(O)cc1 (configuration not stated)
 : 16% | 17% | -16%[57.5 µM] | ? | -18% | -5% | 6% | 1% | i
CCOc1ccccc1NC(=O)CSc1nc2nc(-c3cccs3)cc(C(F)(F)F)c2c(=O)[nH]1
 : 5% | 7% | -69%[inhibitor] | ? | -11% | 7% | -13% | 0% | i
CN(Cc1ccc(C(F)(F)F)cc1)C(=O)c1ccc(Oc2ccccc2)cc1
 : 6% | 31% | -29% | 10µM* | 4% | -2% | 2% | 0% | i
CCOC(=O)c1c(-c2ccc(C)cc2)csc1NC(=O)C1CC=CCC1C(=O)O (configuration not stated)
 : -6%[9.22 µM] | -45% | -13% | 1% | 11% | 2% | 6% | 2% | i
OC(COc1c(F)cc(Br)cc1F)CN1CCOCC1 (configuration not stated)
 : 7% | -35% | i | -8% | 5% | 13% | 6% | -2% | i
CCCCn1c(N)c(N(CCOC)C(=O)c2cnccn2)c(=O)[nH]c1=O
 : 7% | 17% | i | 5% | 3% | 11% | 3% | 2% | i
COC(=O)c1cnc(N2CCN(c3ccccc3OC)CC2)c2ccccc12
 : -13% | 12% | -9% | 16% | 6% | 15% | · | · | ·
O=C(OCCC1Oc2cccnc2NC1=O)c1ccc(F)cc1 (configuration not stated)
 : -4% | -1% | -40%[inhibitor] | 16% | 9% | 10% | 0% | 4% | i
COc1ncnc2c1ncn2CCCN(C)CCc1ccccn1
 : -4% | -22% | -8% | 7% | 6% | 1% | -27% | · | i
